High-throughput results: PubChem BioAssay, several laboratories
Rab2A wt mod: changes GTP binding to wildtype dog Rab2A, up or down; 190,000 compounds, 0.19% hits; GTP binding activity, % at 10 µM; AID 760; GST-Rab2 wt beads, Bodipy-GTP binding, flow cytometry; P61105;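 active = GTP binding activity at least 20 points away from 100%, either lowered or raised; inconclusive = signal likely due to the compound's own green fluorescence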;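 note: 0% = beads with excess unlabeled GTP and 100% = no-compound control corrected for plate trend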
Mcl1-Noxa inh: Mcl-1/Noxa interaction inhibition; 220,000 compounds, 1.5% hits; AID 1022; TR-FRET Mcl-1/Noxa peptide binding, 2 h; inhibition, % at 21.7 µM;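 active = compounds that cut the protein-peptide binding signal by more than 50% relative to plate controls in a single-dose test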;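 note: His-tagged Mcl-1 with rhodamine Noxa BH3 peptide and terbium anti-His antibody; 0% = Mcl-1 plus Noxa peptide wells and 100% = peptide-only wells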
Target sequence (Q07820 whole entry, looked up): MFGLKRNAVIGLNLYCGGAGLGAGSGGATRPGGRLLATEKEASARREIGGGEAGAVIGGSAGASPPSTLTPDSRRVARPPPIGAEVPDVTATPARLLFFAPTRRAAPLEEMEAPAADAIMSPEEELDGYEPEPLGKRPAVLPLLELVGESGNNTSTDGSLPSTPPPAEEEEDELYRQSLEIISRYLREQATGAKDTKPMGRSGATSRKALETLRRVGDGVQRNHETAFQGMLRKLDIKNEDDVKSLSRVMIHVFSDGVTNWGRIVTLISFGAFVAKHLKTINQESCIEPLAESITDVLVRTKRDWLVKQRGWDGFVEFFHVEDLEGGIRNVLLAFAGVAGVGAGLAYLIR
Rac1 wt GTP bind: human Rac1 wildtype GTP binding, inhibitors and activators; P63000; GST-Rac1 beads, fluorescent GTP binding, flow cytometry; actives lie on both sides; 0 = cold GTP competed, 100 = untreated; GTP binding activity (% of control), % at 10 µM; 190,000 compounds, 0.27% hits;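 active = GTP binding activity at least 20 points away from the 100% control level, either lower or higher; inconclusive = compound flagged as likely green fluorescent, judged across all proteins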
HRas wt GTP bind: changes GTP binding to wildtype human HRas; P01112; GST-Ras wt beads, Bodipy-FL-GTP binding, flow cytometry; actives lie on both sides; GTP binding activity, % at 10 µM; 190,000 compounds, 0.14% hits;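 active = GTP binding activity at least 20% away from the 100% baseline, either lowered as inhibitor or raised as activator; inconclusive = flagged as likely green fluorescent, judged across all proteins in the well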;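 note: 0% = unlabeled GTP competition control and 100% = no-compound control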
Target sequence (P01112 whole entry, looked up): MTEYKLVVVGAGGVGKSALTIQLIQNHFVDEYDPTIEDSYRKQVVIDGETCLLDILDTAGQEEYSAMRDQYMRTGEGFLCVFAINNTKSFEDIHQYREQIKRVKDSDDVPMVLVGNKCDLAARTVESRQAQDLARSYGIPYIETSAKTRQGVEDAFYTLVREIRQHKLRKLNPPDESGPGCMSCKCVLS
Cdc42 wt: modulators (inhibitors or activators) of GTP binding to human Cdc42 wildtype | GST-Cdc42 beads, Bodipy-GTP binding, flow cytometry; actives lie on both sides | percent activity (GTP binding), % at 10 µM | 190,000 compounds, 0.2% hits | AID 761;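 active = percent activity GTP binding at least 20 points away from the 100% baseline, either down as inhibitor or up as activator; inconclusive = compound flagged as likely green fluorescent from well-wide comparison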;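 note: median bead fluorescence of bound Bodipy-FL-GTP at 100 nM; 0% = excess unlabeled GTP control and 100% = no compound control; below 100% means less GTP binding so inhibitor and above means activator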
Target sequence (P60953 whole entry, looked up): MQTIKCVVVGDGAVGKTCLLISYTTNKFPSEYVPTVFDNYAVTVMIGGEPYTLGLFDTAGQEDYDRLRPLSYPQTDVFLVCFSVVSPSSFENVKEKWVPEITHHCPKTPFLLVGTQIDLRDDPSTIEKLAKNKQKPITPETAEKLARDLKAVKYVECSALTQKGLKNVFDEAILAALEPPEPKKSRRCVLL
Pf gamet viab: inhibitors of late stage P. falciparum gametocyte viability; P. falciparum stage V gametocytes, ATP luminescence, 24 h; inhibition, % at 10.9 µM; 150,000 compounds, 0.065% hits; AID 743093;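 active = inhibition above the mean plus 3 SD of compounds within the control limits, set per campaign, cut at about 38% in these data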;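 note: 0% = DMSO wells and 100% = medium only without gametocytes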
Avidin fluor: compound fluoresces at 488/530 nm on avidin beads. compound fluorescence 488/530 nm, flow cytometry; active compounds read high. fluorescence (KMESF) at 10 µM. 220,000 compounds, 0.38% hits; in the data active = fluorescence above about 47; note: inactives centre near 10
Rac1 mut GTP: alters GTP binding to activated mutant human Rac1 | P63000 | GST-Rac1 activated beads, fluorescent GTP binding, flow cytometry; actives lie on both sides; 100% means binding = to untreated wells | percent activity (GTP binding), % at 10 µM | 190,000 compounds, 0.11% hits | AID 764;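 active = GTP binding at least 20 percentage points away from the 100% baseline, in either direction, so actives lie on both sides; inconclusive = Compound likely fluorescent itself, or too few beads counted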
ABCG2 block: human ABCG2 inhibition, ABCB1 as counter-screen; Q9UNQ0; IgMXP3 cells, JC-1 efflux, flow cytometry; inhibition, % at 6.6 µM; 190,000 compounds, 0.1% hits; AID 1325;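 active = inhibition above 80%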;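 note: 0% = DMSO and 100% = nicardipine control wells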
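Measure – % inhibition of efflux relative to nicardipine and DMSO · Test system – ABCG2 IgMXP3 and barcoded ABCB1 CCRF-Adr cell mix · Control set – nicardipine as high control, DMSO as low control · Compound – one concentration, 6.6 µM final · Signal – flow cytometry of retained JC-1 fluorescence · Timing – 10 min exposure at 25 °C with rotation, no wash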
Rab7 wt GTP bind: alters GTP binding to wildtype dog Rab7; 190,000 compounds, 0.055% hits; GTP binding activity (percent of control), % at 10 µM; GST-Rab7 beads, fluorescent GTP binding, flow cytometry; actives lie on both sides; untreated = 100%, excess cold GTP = 0%; AID 758;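 active = fluorescent GTP binding to Rab7 beads changed by at least 20 points from the 100% baseline, either direction, mostly lower; inconclusive = compound itself probably fluorescent, or too few beads counted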;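 note: median green fluorescence of bound Bodipy-FL-GTP per Rab7 bead population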
ABCB1 inh: inhibitors of human ABCB1 transporter, ABCG2 counter-screen; inhibition, % at 6.6 µM; CCRF-Adr cells, JC-1 efflux, flow cytometry; 190,000 compounds, 0.067% hits; in the data active = inhibition above about 40%;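 note: 0% = vehicle and 100% = reference inhibitor; higher value means more JC-1 retained so stronger ABCB1 efflux block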
An asterisk follows results filed as active; u = inconclusive; x = no result given; [ ] = another dose, or the depositor's remark.

nr | smiles | Rab2A wt mod | Mcl1-Noxa inh | Rac1 wt GTP bind | HRas wt GTP bind | Cdc42 wt | Pf gamet viab | Avidin fluor | Rac1 mut GTP | ABCG2 block | Rab7 wt GTP bind | ABCB1 inh
1 | C=CCNCCCOc1ccc(Cl)cc1C(C)(C)C | 99 | 28 | 102 | 100 | 100 | -6 | 11 | 99 | 3 | 104 | 1.2
2 | Cc1cc(C)c(O)c(N)c1 | 101 | 15 | 99 | 99 | 96 | x | 10 | 98 | 1 | 102 | 0.6
3 | NC(=O)c1ccccc1NC(=O)c1ccccc1F | 100 | 3 | 97 | 101 | 101 | x | 16 | 96 | 4 | 99 | 0.9
4 | COCCn1c(CCc2ccccc2)n[nH]c1=S | 98 | 8 | 100 | 97 | 99 | x | 12 | 97 | 0 | 96 | 0.0
5 | CN(C)C1C(=O)c2ccccc2C1=O | 101 | -11 | 107 | 103 | 103 | 0 | 13 | 102 | 4 | 102 | 0.0
6 | Cc1cccc2nc(CSc3nc4ccccc4o3)cn12 | 98 | 20 | 95 | 97 | 97 | 22 | 14 | 97 | 2 | 95 | 0.2
7 | O=c1[nH]c(=S)[nH]nc1Cc1ccccc1 | 101 | 21 | 98 | 102 | 102 | 1 | 9 | 98 | 1 | 99 | 0.4
8 | CC(C)Oc1ccc(C(=O)N2CCCc3ccccc32)cc1 | 94 | -3 | 95 | 95 | 94 | x | 12 | 93 | 0 | 93 | 0.4
9 | O=C(O)CCCC(=O)N(Cc1ccccc1)Cc1ccccc1 | 102 | -8 | 102 | 104 | 103 | -10 | 14 | 97 | 0 | 106 | 0.1
10 | C/C(=N\NC(=O)c1cccc(Br)c1)c1cccc(NC(=O)c2ccc(C)o2)c1 | 98 | 12 | 105 | 102 | 103 | -9 | 27 | 101 | 4 | 103 | 0.7
11 | CC1(C)Cc2c(oc3ncn4ncnc4c23)CO1 | u | 5 | u | u | u | 18 | 30 | u | 1 | u | 0.2
12 | C=CCOC(=O)C1=C(C)NC2(O)c3ccccc3C(=O)C12O (stereo unspecified) | 102 | -7 | 108 | 101 | 109 | -13 | 39 | 100 | 2 | 101 | 0.2
13 | Cc1c(C(=O)N2CCc3ccccc3C2)oc2ccc(S(=O)(=O)N3CCCCCC3)cc12 | 112 | 4 | 131*[activator] | 111 | 105 | 8 | 8 | 108 | 16 | 108 | 6.0
14 | COc1ccc(OC)c(C(=O)Cn2nnc3ccccc3c2=O)c1 | 97 | 2 | 99 | 100 | 98 | 17 | 7 | 97 | 0 | 97 | 1.1
15 | CCN(CC)S(=O)(=O)c1cccc(C(=O)Nc2sc3c(c2C(N)=O)CCCC3)c1 | 80 | 3 | 88 | 82 | 81 | -26 | 14 | 90 | -1 | 97 | -0.4
16 | O=C(Nc1ccccc1)C1=C(O)CC(c2ccc(Cl)cc2)N2CCN=C12 (stereo unspecified) | 100 | -14 | 103 | 99 | 99 | -8 | 7 | 101 | 37 | 98 | 6.3
17 | CC1(C)CC(=O)N(CC(=O)O)c2ccccc2S1 | 102 | 0 | 107 | 101 | 102 | x | 21 | 100 | -3 | 101 | -0.4
18 | O=C(c1ccco1)N1CCN(c2nc(C(F)(F)F)nc3c2nnn3Cc2ccccc2)CC1 | 101 | -8 | 107 | 100 | 102 | x | 35 | 96 | 64 | 101 | 15
19 | CCNc1nc(SCCOc2ccccc2)nc(N(C)C)n1 | 100 | -9 | 106 | 100 | 98 | x | 12 | 97 | 8 | 100 | -0.9
20 | COc1ccc(CNc2cc(C)ccc2C)c(OC)c1OC | 101 | -1 | 102 | 99 | 102 | -13 | 8 | 99 | 6 | 99 | 0.3
21 | CC(C)(C)OC(=O)N[C@@H](CC(=O)OCc1ccccc1)C(=O)O | 95 | 30 | 102 | 96 | 97 | x | 10 | 96 | 6 | 97 | 0.7
22 | CC(=O)N(CCC(c1ccccc1)c1ccco1)Cc1cccs1 (stereo unspecified) | 101 | 18 | 99 | 104 | 103 | x | 8 | 98 | 1 | 98 | 0.8
23 | CCOC(=O)Cn1c(=NC(=O)c2sc3ccccc3c2Cl)sc2cc(S(N)(=O)=O)ccc21 | 101 | -14 | 107 | 100 | 98 | 10 | 3 | 100 | -4 | 97 | -1.0
24 | COCCNCc1ccccc1 | 95 | 16 | 99 | 97 | 101 | x | 8 | 97 | 0 | 90 | 0.0
25 | CCCNC(=O)NC(=O)COC(=O)/C=C/c1cc(Br)ccc1F | 92 | 12 | 95 | 94 | 98 | -2 | 8 | 93 | 18 | 95 | 1.7
26 | COc1ccc(S(=O)(=O)NCc2ccc3c(c2)cc(C)n3C)cc1 | 96 | 10 | 99 | 98 | 99 | x | 5 | 95 | 0 | 97 | 0.3
27 | O=C1Nc2ccc(Cl)cc2C12Nc1ccccc1-c1nnc(SCc3ccccc3F)nc1O2 (stereo unspecified) | 99 | 29 | 104 | 97 | 100 | 10 | 3 | 100 | 2 | 102 | -0.4
28 | O=c1[nH]c2cc3c(cc2cc1C(c1nnnn1C1CCCCC1)N1CCSCC1)OCCO3 (stereo unspecified) | 102 | -17 | 107 | 100 | 103 | x | 35 | 97 | 10 | 98 | 4.7
29 | CCC(C)NC(=O)C1(C)CCC(=O)N1Cc1ccccc1OC (stereo unspecified) | 95 | x | 94 | 94 | 95 | -36 | 10 | 94 | 4 | 95 | 0.5
30 | O=C(N/N=C/c1ccco1)c1ccn[nH]1 | 98 | -14 | 95 | 97 | 99 | 13 | 10 | 94 | -1 | 100 | -0.3
31 | COc1cc(/C=N/NC(N)=O)c(Br)cc1OCC(=O)Nc1ccccc1C | 105 | -4 | 104 | 103 | 103 | -19 | 24 | 101 | 3 | 107 | 0.3
32 | O=C(C1=C[C@@H](c2csc3ccccc23)C[C@@H](OCc2ccc(CO)cc2)O1)N1CCOCC1 | 98 | -12 | 100 | 97 | 97 | x | 6 | 97 | 6 | 99 | 3.0
33 | O=C(c1cccc(N2CCCC2=O)c1)N1CCOCC1 | 95 | -3 | 100 | 96 | 94 | -9 | 25 | 96 | 4 | 94 | 0.5
34 | COc1ccc(/C=N/NC(=O)c2cccc(OC(F)(F)C(F)F)c2)c(OC)c1OC | 97 | 12 | 97 | 98 | 98 | x | 2 | 97 | -1 | 96 | 0.4
35 | Cc1ccc(NC(=O)c2ccc(OC(=O)c3cc4ccccc4o3)cc2)cc1 | 95 | -9 | 99 | 96 | 99 | x | 1 | 97 | 0 | 94 | -0.1
36 | CC(C)CC(=O)NCCc1ccncc1 | 99 | 31 | 101 | 101 | 99 | -15 | 13 | 98 | 1 | 104 | 0.5
37 | Cc1ccc(Nc2nnc(SCC(=O)NC3CCCc4ccccc43)s2)cc1 (stereo unspecified) | 92 | 26 | 96 | 94 | 97 | -6 | 11 | 95 | 6 | 92 | 1.0
38 | CC1=C(C(=O)Nc2ccccc2C(F)(F)F)C(c2sccc2C)NC(=S)N1 (stereo unspecified) | 100 | 16 | 97 | 98 | 100 | x | 10 | 93 | 3 | 103 | 0.7
39 | C=C(C)CN(CC)C(=O)CCc1nnc(CCCc2ccccc2)o1 | 97 | 7 | 104 | 97 | 100 | 6 | 6 | 97 | 2 | 95 | 0.5
40 | O=C(NCc1ccc2c(c1)OCO2)C(C(=O)c1ccccc1)n1cc(Cl)ccc1=O (stereo unspecified) | 91 | 29 | 94 | 89 | 93 | -4 | 12 | 92 | 5 | 93 | 0.7
41 | Cc1ccc(S(=O)(=O)Nc2cc(=O)[nH]c(SCC(=O)Nc3ccccc3Cl)n2)cc1 | 99 | 2 | 99 | 98 | 97 | 15 | 6 | 98 | 0 | 102 | -0.3
42 | COc1ccc(-n2cc(CNC3CCC(O)CC3)c(-c3cccc(F)c3)n2)cc1 (stereo unspecified) | 98 | 10 | 100 | 98 | 100 | -1 | 6 | 96 | 1 | 99 | 1.0
43 | O=C(Nc1ccc2c(c1)OCO2)c1noc2c1CCCCC2 | 102 | -15 | 107 | 102 | 101 | x | 17 | 99 | 4 | 100 | 0.4
44 | O=C(Nc1ccccc1)N1CCCC(c2nc(-c3cccs3)no2)C1 (stereo unspecified) | 96 | 15 | 97 | 102 | 101 | x | 25 | 94 | 3 | 97 | 0.3
45 | Cc1ccc(C(=O)N/N=C/c2ccc(S(=O)(=O)O)o2)c(Cl)c1 | 101 | -8 | 98 | 101 | 102 | 2 | 15 | 101 | 1 | 100 | 0.2
46 | CCOC(=O)C(C)n1cnc2sc3c(c2c1=O)CCC3 (stereo unspecified) | 102 | -9 | 102 | 96 | 103 | x | 4 | 99 | 2 | 100 | 0.8
47 | CCOC(=O)N1CCN(C(=O)c2n[nH]c(=O)c3ccccc23)CC1 | 100 | 1 | 100 | 101 | 103 | -31 | 38 | 97 | 0 | 100 | 0.2
48 | Cc1ccc(S(=O)(=O)N2CC(O)CC2C(=O)OCc2nc3sc(C)c(C)c3c(=O)[nH]2)cc1 (stereo unspecified) | 94 | 12 | 97 | 96 | 98 | x | 14 | 97 | 54 | 96 | 0.9
49 | CC(=O)NC1CC(C)(C)N(OC(C)=O)C(C)(C)C1 | 93 | x | 92 | 94 | 94 | 7 | 53* | 92 | 0 | 93 | 0.1
50 | CC1CCN(S(=O)(=O)c2cccc(-c3csc(-c4cccnc4)n3)c2)CC1 | 99 | 4 | 100 | 99 | 98 | x | 11 | 97 | 15 | 100 | 1.8
51 | O=C(CSc1nc2c(c(=O)n1-c1ccccc1)SCC2)N1CCN(c2ccccc2)CC1 | 98 | 11 | 101 | 100 | 100 | x | 30 | 98 | 9 | 98 | 3.9
52 | COc1ccc(Cl)cc1NC(=O)NC1CCCCC1 | 101 | -1 | 114 | 105 | 109 | x | 15 | 105 | 6 | 101 | 0.4
53 | CCCNC(=O)CSc1nc2[nH]ncc2c(=O)[nH]1 | 98 | -2 | 98 | 97 | 95 | 20 | 8 | 96 | 1 | 104 | -0.2
54 | O=C(NN=C1c2ccccc2-c2ccccc21)c1cccc(Br)c1 | 100 | 13 | 101 | 101 | 100 | 10 | 25 | 99 | -6 | 100 | -0.9
55 | CCOC(=O)/C(=C\c1c[nH]c2ccccc12)NC(C)=O | 101 | 2 | 100 | 98 | 99 | 10 | 10 | 99 | 5 | 96 | 2.7
56 | CCOC(=O)c1[nH]cnc1C(=O)Nc1cccc(N)n1 | 99 | -3 | 98 | 98 | 100 | x | 18 | 99 | -3 | 101 | -0.3
